MsrA act: activates bovine MsrA enzyme; AID 602163; purified bovine MsrA, absorbance read-out; activation, % at 10.6 µM; actives 0.3% (n = 360,000); in the data active = activation above about 7.5%;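 also: 0% = vehicle and 100% = reference activator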
NRP1-CendR mod: alters CendR peptide binding to human NRP-1; actives 0.85% (n = 360,000); inhibition, % at 25 µM; FAM-RPARPAR peptide binding to NRP-1, fluorescence polarization; O14786; AID 602438;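 active = inhibition or corrected inhibition above about 18%, plus a signal ratio from 0.5 to 1.5, limit read from the data, passing the limit was not always enough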; also: strong numbers were not always called active
SUMO1-SIM PPI: modulators of human SUMO1-mediated protein-protein interactions. P63165. inhibition, % at 20 µM. AID 602429. SUMO1 binding to a labelled peptide, TR-FRET, 1 h. actives 0.33% (n = 360,000); in the data active = inhibition above about 37%
Target sequence (P63165 whole entry, looked up): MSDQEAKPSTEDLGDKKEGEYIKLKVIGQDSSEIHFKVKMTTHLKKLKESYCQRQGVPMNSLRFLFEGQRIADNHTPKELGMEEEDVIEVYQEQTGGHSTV
E coli Lon inh: inhibitors of E. coli Lon protease; inhibition, % at 7.94 µM; purified E. coli Lon protease, fluorescence polarization; actives 0.42% (n = 360,000); AID 602123; P0A9M0; in the data active = inhibition above about 13%, passing the limit was not always enough;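 also: 0% = enzyme with probe and DMSO and 100% = no enzyme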
LMPTP inh: LMPTP (human) inhibition | actives 0.22% (n = 360,000) | P24666 | recombinant LMPTP-A, OMFP fluorogenic substrate, fluorescence intensity | inhibition, % at 20 µM;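 active = compounds that cut the enzyme signal by at least half of the control window in the single-dose screen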;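 also: plate controls were DMSO wells with enzyme plus substrate for no effect and substrate without enzyme for full effect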
Target sequence (P24666 whole entry, looked up): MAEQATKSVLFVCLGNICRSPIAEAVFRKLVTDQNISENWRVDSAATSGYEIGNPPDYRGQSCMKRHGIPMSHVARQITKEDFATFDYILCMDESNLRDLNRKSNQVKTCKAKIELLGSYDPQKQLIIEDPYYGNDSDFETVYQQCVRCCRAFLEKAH
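Assay system: LMPTP-A enzyme. Input: 0.625 nM LMPTP-A final. Probe or stimulus: 400 µM OMFP. Compound dosing: single 20 µM dose. Schedule: 50 min dark incubation at room temperature. Detection: fluorescence intensity of OMFP turnover product. Read-out: percent inhibition versus substrate-only and uninhibited controls. Benchmarks: no-enzyme low control, uninhibited high control.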
TbMetRS inhib: Trypanosoma brucei MetRS inhibition | purified T. brucei MetRS, ATP depletion, Kinase-Glo luminescence | inhibition, % at 11.9 µM | actives 0.4% (n = 360,000);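 active = inhibition above a per-plate cutoff of the control wells' mean inhibition plus 3 SD, cut at about 5.5% in these data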;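 also: 0% = DMSO wells median and 100% = median of wells with control inhibitor compound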
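Measured by: Kinase-Glo luciferase luminescence reporting remaining unconsumed ATP. Material: purified T. brucei MetRS enzyme. Doses: 11.9 µM compound single dose, 0.9% DMSO. Medium: HEPES buffer containing pyrophosphatase, BSA, spermine, DTT. Times: 15 min preincubation, 2 h reaction, all 25 °C. Reagent: methionine, ATP and bulk E. coli tRNA.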
DNMT1 block: blocks human DNA methyltransferase DNMT1 | P26358 | DNMT1 molecular beacon, Hinp1I cleavage, fluorescence | inhibition (reported as % activation of signal), % at 10 µM | actives 0.83% (n = 360,000); in the data active = inhibition above about 50%
Scp1 inh: inhibitors of human Scp-1 phosphatase; Q9GZU7; actives 0.88% (n = 340,000); inhibition, % at 20 µM; Recombinant Scp1, phosphopeptide, malachite green phosphate absorbance;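 active = inhibition above about 50% at 20 µM, limit read from the data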;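 also: plate controls were DMSO wells with enzyme for no effect and wells lacking enzyme for full effect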
Target sequence (Q9GZU7 76-261 limits assumed): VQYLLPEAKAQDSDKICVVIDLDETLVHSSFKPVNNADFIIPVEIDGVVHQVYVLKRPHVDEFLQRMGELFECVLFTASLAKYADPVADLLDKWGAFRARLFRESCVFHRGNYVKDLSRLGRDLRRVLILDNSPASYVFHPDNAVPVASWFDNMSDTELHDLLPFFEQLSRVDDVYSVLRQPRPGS
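assay system = SCP-1 phosphatase catalytic domain, residues 76-261 | buffer or medium = 50 mM Tris acetate pH 5.5, 0.005% Tween-20, 10 mM MgCl2 | incubation = enzyme reaction 45 min at room temperature, colour 5 min, stabilisation 30 min | signal = Phosphate-binding colour reagent, absorbance read at 630 nm | measure = % inhibition at 20 µM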
MsrA inh: inhibits bovine methionine sulfoxide reductase A; purified bovine MsrA, absorbance read-out; inhibition, % at 15.5 µM; actives 0.75% (n = 360,000); AID 651718; in the data active = inhibition above about 4.5%;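 also: 0% = vehicle wells with enzyme and 100% = reference inhibitor wells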
STEP inh: blocks human striatal-enriched tyrosine phosphatase; P54829; recombinant STEP, OMFP fluorogenic substrate, fluorescence; inhibition, % at 20 µM; actives 0.25% (n = 360,000);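 active = inhibition at 20 µM, scaled per plate between control wells, above about 37%, limit read from the data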;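 also: 0% = DMSO with enzyme and substrate and 100% = substrate only without enzyme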
Target sequence (P54829 whole entry, looked up): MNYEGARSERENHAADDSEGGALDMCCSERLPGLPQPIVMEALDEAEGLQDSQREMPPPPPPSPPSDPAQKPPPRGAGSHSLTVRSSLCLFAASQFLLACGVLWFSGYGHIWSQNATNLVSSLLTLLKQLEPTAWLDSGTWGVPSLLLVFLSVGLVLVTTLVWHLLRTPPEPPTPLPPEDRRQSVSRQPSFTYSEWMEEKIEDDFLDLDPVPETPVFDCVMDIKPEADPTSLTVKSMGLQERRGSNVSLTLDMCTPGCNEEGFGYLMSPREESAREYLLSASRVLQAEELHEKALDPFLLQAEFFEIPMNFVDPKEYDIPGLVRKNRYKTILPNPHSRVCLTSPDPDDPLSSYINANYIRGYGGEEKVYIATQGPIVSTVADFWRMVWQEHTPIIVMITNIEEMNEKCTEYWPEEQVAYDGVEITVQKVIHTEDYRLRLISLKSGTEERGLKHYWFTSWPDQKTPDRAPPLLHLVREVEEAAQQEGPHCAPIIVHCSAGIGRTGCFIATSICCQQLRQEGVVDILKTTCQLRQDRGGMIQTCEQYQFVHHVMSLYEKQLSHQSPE
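Material: STEP (striatal-enriched tyrosine phosphatase) enzyme, cell-free; Compound dosing: 20 µM single dose in 1% DMSO; Technique: fluorescence read at 480 nm ex / 540 nm em; Times: reaction 20 min, ambient temperature; Medium: 50 mM Bis-Tris pH 6.0 with 2.5 mM DTT and 0.005% Tween 20; Also added: OMFP at 25 µM.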
* = called active by the depositor; x = no result given; + = active, no number.

SMILES	MsrA act	NRP1-CendR mod	SUMO1-SIM PPI	E coli Lon inh	LMPTP inh	TbMetRS inhib	DNMT1 block	Scp1 inh	MsrA inh	STEP inh
O=C(Nc1nccs1)c1ccccc1N=Cc1ccccc1	-5	17	1	-7	-1.5	-0.8	-2	-8	0.8	-3
OCC1(Cc2ccc(F)cc2)CCCN(Cc2ccc(F)cc2Cl)C1 (stereo unspecified)	-8	-1	-2	9	-1.0	-1.9	-4	-5	0.1	3
O=C(Nc1ccn(-c2ccccc2)n1)c1ccccc1Br	-5	4	2	-10	-1.0	0.0	-1	-3	-0.6	1
O=C(CCC(=O)NC1CCCCCC1)Nc1nnc(C(F)(F)F)s1	-4	-13	0	-4	-1.7	-0.9	-2	0	-0.4	-10
O=C(NC(=Nc1nc2ccccc2o1)NC(=O)c1ccccc1)c1ccccc1	-4	-2	0	-4	0.8	-0.6	29	26	-0.6	1
COc1ccccc1NC(=O)C1CCCN(S(=O)(=O)c2c(C)noc2C)C1 (stereo unspecified)	-2	10	5	-9	-0.8	-0.6	-3	-12	-1.3	1
COc1cc(CNc2ccc(NC(C)=O)cc2)ccc1OCc1ccccc1C	-2	20	-2	-3	-1.1	-0.7	-2	-7	-1.5	3
CCN1CCc2c(sc(NC(=O)Cc3ccccc3)c2C(N)=O)C1	-4	7	3	-5	-2.6	-0.4	3	-9	0.9	4
CCn1c(=O)n(CC(=O)NCc2ccccc2OC)c(=O)c2ccccc21	-3	-3	1	-7	-0.6	-0.8	2	4	-0.1	-1
Cc1ccnc(SCC(=O)N2CCc3ccccc3C2)n1	-3	5	-2	-3	0.3	-1.1	3	-5	-1.6	0
CC(=O)NCCC(=O)Nc1cc(S(=O)(=O)N2CCOCC2)ccc1Oc1ccc(F)cc1	-2	1	19	-8	-1.6	-0.2	1	-1	-2.0	0
COc1ccc(/C=C2\SC(=S)N(CC(=O)NNC(=O)c3ccncc3)C2=O)cc1	-3	-4	-10	6	3.5	-1.4	-1	1	0.9	5
C/C(=N\Nc1ccc([N+](=O)[O-])cc1)c1ccco1	-2	-53	-30	-34	5.2	-0.5	-2	-1	-0.1	-1
CN1CCN(NC(=O)c2cc(-c3ccc(Br)s3)nc3ccccc23)CC1	-5	-6	-16	-8	-3.8	-0.2	-16	2	1.7	-2
CC(C)N(C(=O)[C@H]1C[C@H](CC(=O)NCC23CC4CC(CC(C4)C2)C3)C(=O)N2CCc3c([nH]c4ccc(Cl)cc34)[C@]12C)C(C)C	1	6	1	3	2.7	0.6	-24	-7	0.5	0
O=C(Nc1cccn(Cc2cccc(F)c2)c1=O)NC1CCCCC1	-5	-20	0	1	1.1	-0.5	-7	-1	-0.4	-4
O=C(Nc1nnc([C@H]2C[C@H](O)[C@@H](CO)O2)s1)Nc1cccc(Cl)c1Cl	-3	14	8	1	-1.1	0.0	-2	x	-1.6	-5
CCc1ccc2nc(NC(=O)CSCc3c(C)noc3C)sc2c1	-9	-6	1	10	1.5	-1.2	1	-10	-1.2	-1
CNC(=S)NCCc1c[nH]c2ccc(OC)cc12	-8	-3	0	5	1.0	-1.3	-2	2	-2.1	-2
O=C(N/C=C\n1cnc2cc(C(F)(F)F)ccc21)c1ccc([N+](=O)[O-])cc1	-3	10	-28	2	0.3	0.2	-1	-2	-0.4	0
Cc1ncc(CO)c(/C=N/NC(=S)Nc2ccc(C(C)C)cc2)c1O	2	-32	-8	-8	4.7	-0.1	-16	-7	0.4	3
COc1ccccc1N(Cc1cc(=O)[nH]c2ccccc12)C(=O)c1cccc([N+](=O)[O-])c1	-3	3	-21	12	3.7	-0.1	-1	-7	2.9	1
Cc1cccc(-c2ccc3[nH]c4c(c3c2)CCN2C[C@@H]([C@H](C)O)[C@@H](N(C)C(=O)NC3CCCCC3)C[C@@H]42)c1	-2	-49	-35	-23	3.1	0.3	-34	x	0.9	1
Cc1cc(Br)cc2c(C(=O)Nc3c(C)n(C)n(-c4ccccc4)c3=O)cc(-c3cccs3)nc12	-2	-18	-1	-3	1.8	0.6	-1	-2	-0.3	4

Another view of 2 compounds above:
O=C(Nc1nnc([C@H]2C[C@H](O)[C@@H](CO)O2)s1)Nc1cccc(Cl)c1Cl
  MsrA act = -3 | NRP1-CendR mod = 14 | SUMO1-SIM PPI = 8 | E coli Lon inh = 1 | LMPTP inh = -1.1 | TbMetRS inhib = 0.0 | DNMT1 block = -2 | Scp1 inh = x | MsrA inh = -1.6 | STEP inh = -5

CCc1ccc2nc(NC(=O)CSCc3c(C)noc3C)sc2c1
  MsrA act = -9 | NRP1-CendR mod = -6 | SUMO1-SIM PPI = 1 | E coli Lon inh = 10 | LMPTP inh = 1.5 | TbMetRS inhib = -1.2 | DNMT1 block = 1 | Scp1 inh = -10 | MsrA inh = -1.2 | STEP inh = -1

Next section.
SMILES	MsrA act	NRP1-CendR mod	SUMO1-SIM PPI	E coli Lon inh	LMPTP inh	TbMetRS inhib	DNMT1 block	Scp1 inh	MsrA inh	STEP inh
CC(=O)NNc1cc(=O)c2c(=O)n(C)c(=O)n(C)c2[nH]1	0	22*	0	5	-1.5	0.1	-5	6	0.6	-1
O=C(CN1C(=O)NC2(CCCCCCC2)C1=O)N1CCc2ccccc2C1	-5	-6	0	-11	-0.6	-0.1	0	0	-0.2	-3
O=C(C(=O)N1CCCc2ccccc21)N1CCCc2ccccc21	-7	8	3	-12	-0.9	-0.3	-1	-1	1.3	-1
S=C1NC(c2ccccc2)=NCN1c1ccc(Cl)cc1	-9	4	-4	-3	-1.3	-0.9	2	-2	-0.5	-4
CCN(CC)C(=O)[C@H]1C[C@H](CC(=O)NCCN2CCOCC2)C(=O)N2CCc3c([nH]c4cc(CCC(=O)N(C)C)ccc34)[C@]12C	-2	1	-10	5	-9.7	-1.2	4	1	-1.8	-4
COC(=O)c1csc(-c2ccc(CO)o2)n1	-2	-4	-6	5	-0.3	-0.7	3	x	x	5
NS(=O)(=O)c1cccc(NC(=O)COC(=O)/C(=C/c2cccs2)c2cccs2)c1	-3	3	-14	-7	1.7	1.5	-11	-3	2.2	-3
COc1ccccc1NC(=O)CSc1nnnn1-c1ccccc1OC	0	3	1	-11	-0.2	-0.2	-4	-10	-1.5	1
COc1cc(NS(=O)(=O)c2ccc(NC(C)=O)cc2)cc(OC)c1	1	5	-1	-11	-0.7	0.5	2	-8	-0.6	2
Cc1cccc(/C=C2/Sc3ccc(C(=O)N4CCOCC4)cc3NC2=O)c1	0	4	-31	5	-0.6	-0.1	-3	-8	0.1	1
Cc1ccn2cc(CSc3ccccc3)nc2c1	-2	2	-3	-2	-0.2	-1.2	-1	-5	0.6	1
COCCNC(=O)c1cn(CCOC)c(=O)c2c1c1ccccc1n2C	-4	-4	-2	-1	-0.3	0.7	-3	-8	0.2	0
Cc1nc(S/C(C(=O)O)=C2/C(=O)Nc3ccccc32)n[nH]1	-4	15	-27	-6	2.1	-0.8	-1	-2	1.8	-4
CC1CCN(C(=O)c2scc3c2OCCO3)CC1	-3	6	-2	-10	-1.1	-0.4	0	-10	0.9	0
COc1cc(C(=O)NCCC(=O)NCCc2ccc(Cl)cc2)cc(OC)c1OC	1	-4	-1	-2	-1.5	-0.3	3	-14	-0.4	2
COc1ccc(CNC(=O)CN2C(=O)c3ccccc3S2(=O)=O)cc1	-1	-10	-3	-3	-1.1	-0.3	0	0	0.0	0
O=C(CN1CCN(Cc2ccc(Cl)cc2)CC1)N/N=C/c1ccccc1F	-2	-6	-9	4	-1.6	-0.6	-2	-15	-1.0	0
O=C(O)CCNc1cc(N2CCN(C(=O)c3ccco3)CC2)c2noc3c2c1C(=O)c1ccccc1-3	-1	-115	50*	25	11	0.1	106*	81*	0.2	41*
CCC1=NC(c2ccccc2OC)N(O)C1(C)C (stereo unspecified)	-4	-8	0	-5	-2.3	-0.7	1	-9	0.7	1
COc1ccccc1NC(=O)CSc1c2c(nc3ccccc13)CCC2	1	-14	-1	11	-1.2	-0.4	-4	-11	0.9	1
CN(c1ccccc1)S(=O)(=O)c1ccc(C(=O)Nc2nnc(C3CC3)o2)cc1	-8	5	1	-8	0.4	-0.6	0	-1	1.8	1
O=C(N/N=C/c1ccc(OC(=O)c2ccccc2)cc1)c1cccnc1	-4	-1	-5	3	-0.6	-0.4	0	19	0.7	6
O=C(CCl)N1c2ccccc2Oc2ccc3ccccc3c21	2	144	-26	+	4.8	-0.2	10	-10	0.6	-28
Fc1ccc(N/N=C/c2cccnc2)c(F)c1	-4	8	-13	-10	1.6	0.0	-2	-3	1.7	4
COc1ccccc1CNC(=O)CNC(=O)c1cn(-c2ccccc2OC)c(=O)c2ccccc12	-4	-9	6	1	-1.4	0.0	3	1	-0.3	4
O=C(COC(=O)c1cc(S(=O)(=O)N2CCCC2)ccc1O)Nc1ccc(S(=O)(=O)N2CCOCC2)cc1	-2	12	-4	10	-0.6	1.7	0	-17	0.7	0
COCc1cc(C)nc2sc(C(=O)N3CCCC3)c(N)c12	-2	6	-11	-3	-0.9	-0.6	-5	-3	0.7	2
COc1ccccc1NS(=O)(=O)c1ccc(C)c(C(=O)NC2CCN(Cc3ccccc3)CC2)c1	-3	-3	2	-2	-1.9	-0.3	-5	0	-0.8	-1
COc1ccc(C(=O)NCc2nnc(SC)n2C2CCCCC2)cc1	2	-6	0	-3	-2.8	-0.4	1	-13	0.1	0
Cc1sc2ncnc(SCC(=O)Nc3ccc(S(=O)(=O)N4CCOCC4)cc3)c2c1C	-2	-18	-18	-2	1.6	0.0	-7	-10	-0.6	28
COc1cccc(/C=C2\SC(=O)N(CC(=O)NCCCn3ccnc3)C2=O)c1	-9	5	-31	-12	-0.7	-0.9	0	9	2.8	0
CCCn1nc(NC(=O)c2cccs2)c2cc3ccc(C)cc3nc21	-3	4	-19	-5	2.7	-0.3	4	-23	0.2	0
Nc1ccc(-c2nc3cc(N)ccc3s2)cc1	-9	-18	-10	-11	0.8	-0.6	-48	-5	3.5	-1
CC(=O)NNS(=O)(=O)c1ccc(-c2cc(C(F)(F)F)n(C)n2)s1	-2	3	1	-12	0.2	0.0	-1	-7	-2.0	-2
CCN(C(=O)COC(=O)c1cc(-c2cccs2)nc2ccccc12)C1CCS(=O)(=O)C1 (stereo unspecified)	-4	-9	-20	9	0.0	-0.7	5	-7	0.4	-3
COc1ccc(NC(=O)C(C)NS(=O)(=O)c2ccc(NC(C)=O)cc2)cc1Cl (stereo unspecified)	-3	-13	-1	4	1.1	0.2	-7	-10	0.7	-3

Screens (PubChem BioAssay)
